# Source: PubChem BioAssay
# NADH coupling: inhibition of NAD/NADH coupling enzymes, library profiling | coupled PK/LDH NADH assays, four targets | IC50, µM (series often up to 10 µM), for inactives: top-dose inhibition | 65,000 compounds, 0.02% hits;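 active = single-dose screening hits from any of four coupled enzyme assays that gave an IC50 when retested across doses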;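 also: the DPM-DC format reads NADH fluorescence rather than 340 nm absorbance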
# SF-1 act: activates the human nuclear receptor SF-1. 65,000 compounds, 1.9% hits. CHO-K1 Gal4-SF-1 LBD luciferase reporter; % increase over DMSO SF-1-specific signal. AID 522. Q13285. activation, % at 10 µM;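 active = activation above the mean activation of all tested compounds plus 3 SD, cut at about 50% in these data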
#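 Test system: CHO-K1 cells with Gal4–hSF-1 LBD chimera plus Gal4-driven luciferase; Input: 4,000 cells/well; Compound: 10 µM only; Times: 20 h compound treatment, 37 °C; Measured by: steady-glow luciferase luminescence, read after 15 min reagent incubation; Measure: percent activation versus DMSO; Control set: DMSO and mock-transfected background; Replicates: one test per compound.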
# TNAP act DEA: activators of human TNAP at intermediate phosphate acceptor; purified TNAP, CDP-star luminescence, 100 mM DEA, 30 min; stronger effect = higher value; scale: 0 levamisole-inhibited, 1 vehicle-only enzyme; activation factor at 20 µM; 64,000 tested, under 10 active; AID 813;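 active = activation factor of at least 2 at 20 µM, relative to controls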
# M1 ag: agonists of M1 muscarinic receptor; 64,000 compounds, 3% hits; CHO-M1 cells, Fluo-4 calcium fluorescence, agonist mode; stronger effect = higher value; B-score at 10 µM; AID 626;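 active = fluorescence rise, raw or as B-score row- and column-corrected plate score, outside the 99.7% band of its plate's samples, either direction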
# Ec RNAP inh: Escherichia coli RNA polymerase inhibition | 62,000 compounds, 0.2% hits | E. coli RNA polymerase, fluorescence transcription assay | P0A8V2 | inhibition, %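 (tested at 10 µM)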; in the data active = inhibition above about 20%;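 also: 0% = enzyme without compound and 100% = no enzyme blank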
# Target sequence (P0A8V2 whole entry, looked up): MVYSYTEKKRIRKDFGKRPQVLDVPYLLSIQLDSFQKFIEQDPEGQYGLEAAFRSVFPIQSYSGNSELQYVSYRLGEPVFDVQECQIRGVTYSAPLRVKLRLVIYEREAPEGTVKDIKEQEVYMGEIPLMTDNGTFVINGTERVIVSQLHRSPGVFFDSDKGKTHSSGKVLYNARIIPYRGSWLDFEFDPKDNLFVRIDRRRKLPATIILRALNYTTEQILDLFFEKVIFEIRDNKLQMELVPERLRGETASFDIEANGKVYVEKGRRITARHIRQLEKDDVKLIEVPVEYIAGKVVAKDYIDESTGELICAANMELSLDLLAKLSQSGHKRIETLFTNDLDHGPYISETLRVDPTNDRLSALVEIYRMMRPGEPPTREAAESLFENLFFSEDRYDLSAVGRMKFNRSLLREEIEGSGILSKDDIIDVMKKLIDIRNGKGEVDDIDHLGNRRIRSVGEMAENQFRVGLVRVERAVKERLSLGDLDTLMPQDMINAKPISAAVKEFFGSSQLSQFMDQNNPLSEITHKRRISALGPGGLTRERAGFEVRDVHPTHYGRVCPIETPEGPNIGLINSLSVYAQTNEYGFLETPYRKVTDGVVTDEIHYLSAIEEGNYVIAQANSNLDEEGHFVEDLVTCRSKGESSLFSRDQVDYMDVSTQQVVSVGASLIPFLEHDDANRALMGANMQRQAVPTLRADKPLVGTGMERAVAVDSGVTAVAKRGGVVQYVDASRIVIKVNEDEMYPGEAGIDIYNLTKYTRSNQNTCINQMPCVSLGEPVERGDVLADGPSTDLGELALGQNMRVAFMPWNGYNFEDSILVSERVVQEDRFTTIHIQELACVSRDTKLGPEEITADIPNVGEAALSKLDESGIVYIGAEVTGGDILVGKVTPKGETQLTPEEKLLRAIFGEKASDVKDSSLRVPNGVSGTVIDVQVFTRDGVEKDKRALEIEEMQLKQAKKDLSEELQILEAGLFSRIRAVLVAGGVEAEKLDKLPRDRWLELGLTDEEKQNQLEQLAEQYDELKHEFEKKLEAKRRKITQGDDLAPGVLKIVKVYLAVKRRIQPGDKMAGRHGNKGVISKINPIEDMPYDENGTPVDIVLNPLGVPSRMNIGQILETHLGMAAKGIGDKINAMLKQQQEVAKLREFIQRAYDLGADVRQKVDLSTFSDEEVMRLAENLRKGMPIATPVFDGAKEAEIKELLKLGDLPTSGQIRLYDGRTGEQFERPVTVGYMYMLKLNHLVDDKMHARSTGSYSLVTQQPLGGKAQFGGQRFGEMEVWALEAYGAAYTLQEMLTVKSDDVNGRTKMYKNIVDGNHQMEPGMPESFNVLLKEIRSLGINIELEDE
# Ecoli tolC: E. coli tolC mutant growth inhibition; 65,000 compounds, 2.2% hits; growth inhibition, % at 10 µM (by protocol); AID 573; E. coli BW25113 tolC mutant growth, OD615;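 active = growth inhibition at or above a cutoff equal to the mean over every tested compound plus 3 SD, cut at about 60% in these data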;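 also: growth measured after 20 h incubation at 37 °C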
#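 Test system: tolC-deleted E. coli BW25113 | Medium: LB with kanamycin 50 µg/mL | Compound dosing: Single concentration, 10 µM final per compound | Schedule: 37 °C, 20 h exposure | Measured by: OD at 615 nm | Evaluation: Percent growth inhibition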
# M1 antag: antagonists of rat M1 muscarinic receptor; P08482; CHO-M1 cells, Fluo-4 calcium, ACh EC80 antagonist mode; stronger effect = lower value; B-score at 10 µM; 64,000 compounds, 3.4% hits;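 active = calcium fluorescence response, raw or row-and-column corrected B-score, differing from the plate sample mean either way at a set confidence level, mostly lower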
# Fluor 339 460: intrinsic fluorescence of library compounds, ex339/em460 – biochemical, MLSMR library, data from DPM-DC assay, artefact control, profiling panel. compound autofluorescence, ex339/em460 nm, NADH buffer; stronger effect = higher value; 1 = no-compound wells, NADH background. fluorescence fold increase at 10 µM. 65,000 compounds, 5.5% hits;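 active = at 10 µM, mean starting fluorescence two-fold or more over control wells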;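 also: signal is the first read of a kinetic run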
# RORA act: activators of human nuclear receptor RORA; P35398; CHO-K1 Gal4-RORA LBD luciferase reporter, luminescence; percent increase over mock-subtracted basal signal; activation, % at 10 µM; 65,000 compounds, 1.5% hits; AID 560;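 active = activation above the mean of all tested compounds plus 3 SD, cut at about 49% in these data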;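 also: 0% = DMSO-treated RORA cells and 100% = added signal equal to DMSO minus mock-transfected cells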
# * = called active by the depositor; . = not tested or not shown; [ ] = remark or other dose.
SMILES,NADH coupling,SF-1 act,TNAP act DEA,M1 ag,Ec RNAP inh,Ecoli tolC,M1 antag,Fluor 339 460,RORA act
CCCc1nc(SCC(=O)Nc2cc(C)on2)c2c(=O)n(C)c(=O)n(C)c2n1,7%,11,1,0.23,7,-14,0.14,1.1,1
Cc1ccc(NC(=O)C2CCCN(S(=O)(=O)c3cnc[nH]3)C2)cc1C (stereo not drawn),4%,8,0.8,-0.043,9,8,0.6,1,13
CCOC(=O)c1cn2c3c(c(F)c(F)c(F)c3c1=O)SC(N1CCCC1)=N2,4%,-14,0.9,-0.31,-4,59,-0.33,2.7*,11
Cc1nnc(SCC(=O)NCc2ccco2)[nH]c1=O,6%,-1,0.9,-0.89,8,-26,1.2,1.1,-4
O=C(Nc1cccc(OC(=O)c2ccco2)c1)c1ccco1,1%,7,0.9,0.35,5,0,-0.023,1.1,10
OC(c1ccc(Cl)cc1)c1nnc(-c2ccccc2)o1 (stereo not drawn),5%,34,0.9,0.095,1,15,0.043,1.1,-3
C=C(C)CSc1nnc(-c2ccccc2)n1N,0%,17,0.9,-0.029,2,-6,-0.59,1.1,8
COc1ccc(-c2nnc(N(C)C(=O)c3cccnc3)s2)cc1,6%,37,1,-0.57,8,-10,-0.0053,1.1,4
Cc1ccc2nc(NCCCN3CCOCC3)c(C=NCCCN3CCOCC3)c(=O)n2c1,6%,-1,0.9,-1.7,1,-4,0.5,1.9,13
CCOC(=O)N1CCN(C(=O)c2ccc3c(=O)n(Cc4ccc(OC)cc4)c(=S)[nH]c3c2)CC1,4%,-6,0.8,1.8,7,-7,-1.7,1,2
Cn1c(NC(=O)CC(C)(C)C)cc(=O)n(C)c1=O,1%,-3,0.4,1.3,4,-10,0.15,1.1,-3
COCc1ccc2oc(C(=O)O)cc2c1,8%,-3,1,0.16,5,0,0.25,1.1,26
COc1ccc(Cn2c(CCC(=O)Nc3ccc(CC#N)cc3)nc3cccnc32)cc1,3%,-5,1,0.026,9,-4,0.94,1.1,-26
COc1ccc(CCNC(=O)C2CCCN(S(C)(=O)=O)C2)cc1OC (stereo not drawn),0%,6,1,-0.18,9,-12,-0.24,1,-14
CC(=O)Nc1ccc(NC(=O)CN(C)CCC#N)cc1,2%,-2,0.9,.,8,-19,.,1.1,-15
COc1ccccc1CN(CC(=O)NCc1ccco1)C(=O)CNS(=O)(=O)c1ccccc1,4%,-12,1,-0.002,6,-1,0.15,1.1,4
COc1ccccc1NC(=O)COc1ccc(CO)cc1Cl,2%,-9,0.9,1.8,-5,18,-1.5,1.1,16
Cc1ccc(C2C(C#N)=C(N)Oc3cc4c(cc32)OCO4)cc1 (stereo not drawn),3%,39,0.8,0.0045,8,19,0.11,1.1,0
CCCCN(C)Cc1c(C)[nH]c2c(Cl)cccc2c1=O,2%,-14,1,0.32,7,-29,-0.12,1.1,-26
CCOC(=O)c1sc2ncn(/N=C/c3ccccn3)c(=O)c2c1C,2%,9,0.9,0.53,-2,-10,0.79,1.1,-1
CCCc1cc(-n2ccnc2)n2c(nc3ccccc32)c1C#N,4%,-7,1,0.21,5,-16,0.24,1.4,5
CCN1CCN(c2nc3c(c(=O)n(C)c(=O)n3C)n2CCSc2ncccn2)CC1,4%,4,0.9,-0.2,6,-16,-0.42,1,-14
C=CCn1c(COc2ccccc2F)nnc1SCC(=O)N1CC(=O)Nc2ccccc21,3%,0,0.8,1.1,-11,5,-2.4,1,-11
O=C1c2ccccc2C(O)N1CCN1CCOCC1 (stereo not drawn),5%,-11,1.1,-0.43,1,-21,-0.22,1.1,-12
Cc1cccc(N(C(=O)Cn2nnc3ccccc32)C(C(=O)NCc2ccco2)c2ccncc2)c1 (stereo not drawn),3%,10,0.9,-0.62,8,4,0.81,1.1,18
COC(=O)c1ccc(NC(=O)CN(c2ccc(C)cc2)S(=O)(=O)c2c(C)n[nH]c2C)cc1,6%,-14,1,1.6,0,-8,-1.4*,1.1,-9
COCCn1c(CN2CC(C)CC(C)C2)nc2c1c(=O)n(C)c(=O)n2C (stereo not drawn),1%,-9,1,0.18,3,-6,0.16,1.1,6
O=C(Nc1nc2cc3c(cc2s1)OCO3)C1=COCCO1,8%,-62,0.9,-0.25,6,4,-0.62,1.3,-68
COc1ccc(/C(O)=C2\C(=O)C(=O)N(CCN(C)C)C2c2cccc(OC)c2OC)cc1Cl (stereo not drawn),4%,-6,0.9,-0.54,6,3,-0.19,1,-8
O=C(Nc1ccc(N2CCCCC2)cc1)c1cccnc1,17%,45,1,0.83,-2,-8,0,1.1,29
C=CCn1c(SCc2ccc(F)cc2)nc2c1c(=O)[nH]c(=O)n2C,4%,19,0.8,-0.4,8,7,-0.63,1.1,26
CCOC(=O)N1CCC(N2CC34C=CC(O3)C(C(=O)Nc3ccc(C(C)C)cc3)C4C2=O)CC1 (stereo not drawn),6%,6,0.9,-0.026,-1,-7,0.37,1.1,-14
O=C(Nc1ccc2c(c1)OCO2)Nc1cnccn1,8%,14,0.9,-0.15,2,-13,0.52,1.2,7
CCC(=O)Nc1cccc(-n2nnnc2SCC(=O)NCc2ccco2)c1,5%,17,0.9,-0.11,2,-8,1.5,1.1,12
Cc1cc(NC(=O)CNC(=O)C2CCCCC2)no1,6%,-5,1,0.11,-2,-16,-0.79,1,-3
c1ccc(-c2nnc(N3CCN(c4ccccn4)CC3)c3ccccc23)cc1,5%,-11,0.9,1.4,-9,28,-4.8*,1.1,6
COc1cc(S(=O)(=O)NC2CCCC2)ccc1Cl,3%,2,0.9,-1.6,6,7,0.11,1,4
Cc1ccc(NCc2nnc(SCCN3CCCCC3)n2CC2CCCO2)cc1Cl (stereo not drawn),9%,-7,1,0.2,9,-11,-1,1.1,-8
CC(NC(=O)Cn1cc2c(n1)CCCCC2)c1ccccc1 (stereo not drawn),6%,12,0.9,1.2,4,1,0.21,1.1,-1
Cc1cccc2cc(C(c3nnnn3CC3CCCO3)N3CCCC4(CCCCC4)C3)c(=O)[nH]c12 (stereo not drawn),6%,6,0.9,0.48,9,.,0.13,1.2,10
COC(=O)C1CCN(S(=O)(=O)Cc2ccccc2)CC1,11%,-4,0.9,-0.8,1,-13,0.96,1.1,28
CCOCC(=O)Nc1nnc(COCC)s1,1%,6,1.1,-0.16,8,-13,-0.069,1.1,-22
CCOC(=O)NC1(C(F)(F)F)NC(=O)N(C2CCCCC2)C1=O (stereo not drawn),3%,11,0.9,-0.52,9,-3,-0.39,1.1,-9
CCn1c(SCC(=O)N2CCCC2)nc2c1c(=O)n(C)c(=O)n2C,8%,-11,0.9,.,7,-1,.,0.99,-4
CCN(C(=O)CCS(=O)(=O)c1ccc(Br)cc1)c1ccc2c(c1)OCO2,2%,11,1,0.47,-2,2,-0.37,0.93,10
Cc1oc(-c2ccc(F)cc2)cc1-c1nn2c(-c3ccoc3C)nnc2s1,1%,10,1,-0.67,10,15,0.56,1.1,7
COc1ccc(C)cc1NC(=O)C1CCCN(S(=O)(=O)c2cnc[nH]2)C1 (stereo not drawn),5%,-4,1,0.91,5,-7,0.79,1.1,6
CN(CCc1ccccn1)Cc1ccc(Cl)cc1,20%,-4,0.9,-0.72,4,-3,-0.71,1.1,-7
CC1Cc2cc(/C(O)=C3/C(=O)C(=O)N(CCCn4ccnc4)C3c3ccco3)ccc2O1 (stereo not drawn),6%,-24,0.9,-1.3,0,-9,-0.13,1,17
COc1cc(C2N(c3ccccc3)CCN2c2ccccc2)ccc1OC(C)=O,4%,10,0.8,-1.3,7,19,0.25,1.1,40
O=S(=O)(NC1CCCC1)c1ccc(Br)s1,8%,-3,0.9,-1.7,10,28,0.05,1,-6
CCOc1ccc(NC(=O)Nc2ccc(N(C)C(C)=O)cc2)cc1,4%,5,1,.,-9,7,.,1.1,-4
COc1ccc(N2CCN(C(=O)CSc3nnc(COc4cccc5cccnc45)o3)CC2)cc1,4%,6,0.9,-0.75,-4,9,0.43,1.1,9
O=C(c1ccc2c(c1)OCO2)N1CCN(c2ccc(Cl)cc2)CC1,3%,4,0.9,-1.3,5,18,-1.2,1.1,27
CCOC(=O)CCc1c(C)nc2cc(-c3ccc(F)cc3)[nH]n2c1=O,4%,17,0.9,0.038,2,-4,1.4,1.4,14
COc1cc(OC)cc(-c2nc(-c3ccccc3)no2)c1,6%,40,1,0.16,10,-20,0,1.2,36
CC1(C)Oc2ccc3ccc(=O)oc3c2-c2cnoc21,8%[fluoresces],-19,0.9,0.17,1,-7,0.31,2.2*,-20
Cn1nnnc1SCCNCC#Cc1ccccc1,4%,-3,0.9,-0.53,9,-6,-0.06,1.1,-13
Cc1occc1-c1nnc(SCC(=O)Nc2ccc(F)cc2)n1Cc1ccccc1,6%,8,0.9,0.69,16,0,-0.57,1.1,8
Cc1nn(-c2ccccc2)c(Cl)c1C(=O)Nc1c(C)n(C)n(-c2ccccc2)c1=O,4%,-8,1,-0.29,4,-3,-1.1,1.1,-1
# The list continues:
SMILES,NADH coupling,SF-1 act,TNAP act DEA,M1 ag,Ec RNAP inh,Ecoli tolC,M1 antag,Fluor 339 460,RORA act
Cc1c(C(=O)OCc2cc(=O)n3cc(Br)ccc3n2)oc2ccccc12,5%,-10,1,-0.13,-4,-1,-0.62,1.1,-4
COc1ccc(CCNC(=O)CN2CCC(C(N)=O)CC2)cc1,0%,1,1,1.7,6,-8,-1,1.1,2
CCOCCc1nnc(NC(=O)c2cc(OC)c(OC)c(OC)c2)s1,7%,18,0.9,0.053,12,3,0.0083,1,-15
CCOC(=O)C1=C(NC(=O)c2ccc(Br)o2)Nc2ccccc2N=C1,29%,-25,1,-0.24,6,-19,0.51,1.2,-3
Cc1ccc2oc(=O)c3cnn(CC(=O)N4CCN(c5ccccn5)CC4)c3c2c1,7%,-1,1,7.4*,-1,2,0.0023,1.1,-7
O=C1C2C3C=CC(C3)C2C(=O)N1c1n[nH]c(CCc2ccccc2)n1 (stereo not drawn),4%,11,0.6,0.087,6,-7,1.2,1.1,-10
CCC(C)NC(=O)c1cc(-c2ccccc2O)on1 (stereo not drawn),3%,12,1,0.00045,0,1,-0.46,1.1,-16
O=C(CCC(=O)c1cccs1)OCc1nnc(-c2ccccc2)o1,3%,-6,1,-0.11,0,1,1.2,1,-11
c1ccc(-c2csc(Nc3nc(N4CCOCC4)nc(N4CCOCC4)n3)n2)cc1,3%,.,0.9,1.6,1,18,0.22,1.1,.
Cc1cccc(-c2noc(CN(C(=O)CCc3ccccc3)C(C)C)n2)c1,2%,-4,0.9,0.11,1,76*,-1.1,1.1,-8

# 4 entries from above, set out differently:
SMILES	NADH coupling	SF-1 act	TNAP act DEA	M1 ag	Ec RNAP inh	Ecoli tolC	M1 antag	Fluor 339 460	RORA act
Cc1cccc(-c2noc(CN(C(=O)CCc3ccccc3)C(C)C)n2)c1	2%	-4	0.9	0.11	1	76*	-1.1	1.1	-8
CCOCCc1nnc(NC(=O)c2cc(OC)c(OC)c(OC)c2)s1	7%	18	0.9	0.053	12	3	0.0083	1	-15
O=C1C2C3C=CC(C3)C2C(=O)N1c1n[nH]c(CCc2ccccc2)n1 (stereo not drawn)	4%	11	0.6	0.087	6	-7	1.2	1.1	-10
Cc1ccc2oc(=O)c3cnn(CC(=O)N4CCN(c5ccccn5)CC4)c3c2c1	7%	-1	1	7.4*	-1	2	0.0023	1.1	-7
